Ins promoter up = MIN6 insulin promoter up-regulation; hit rate 0.3% among 190,000; AID 1625; z-score at 5 µM; MIN6 insulin promoter-GFP reporter, high-content imaging; active compounds read high;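 active = z-score above 3 at 5 µM with at least 500 cells counted in the well; inconclusive = wells under 500 cells, flagged as cytotoxic or low count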
West Nile antiviral = inhibition of WNV-induced cytopathic effect – cell-based, CPE readout (AID 1621); West Nile virus-infected cells, CPE inhibition; higher % means a stronger effect; one-dose CPE inhibition, % at 10 µM; IC50 in µM for titrated hits; hit rate 0.02% among 290,000; in the data active = a potency from the dose series; inconclusive = CPE inhibition mostly from about 3.7% at the one dose, without a potency; inactive = the rest, 99 in 100 with CPE inhibition below about 2.2%; also: strong numbers were not always called active
PMI inhibition = human PMI inhibitors, high substrate, primary screen, biochemical, fluorescence intensity, high mannose 6-phosphate (AID 1220). recombinant PMI enzyme, coupled fluorescence intensity; higher % means a stronger effect. inhibition, % at 20 µM, or IC50 in µM where a hit was titrated. hit rate 0.66% among 190,000
RSV antiviral HEp-2 = inhibition of RSV-induced cytopathic effect – HEp-2 cells, primary 10 µM value included (AID 2391); CPE inhibition, % at 10 µM, or IC50 in µM where a hit was titrated; hit rate 0.13% among 310,000; HEp-2 cells, RSV-induced CPE inhibition; higher % means a stronger effect; in the data active = a potency from the dose series; inconclusive = CPE inhibition mostly from about 23% at the one dose, without a potency; inactive = the rest, 99 in 100 with CPE inhibition below about 21%; also: strong numbers were not always called active
CSM14.1 death rescue = protection against thapsigargin-triggered cell killing – 384-well, CSM14.1, ATP luminescence, primary screen (AID 1222) | CSM14.1 thapsigargin-induced death rescue, ATP luminescence; higher % means a stronger effect | cellular ATP content (survival), % at 20 µM; hits with a dose series show EC50 in µM | 190,000 tested, under 10 active;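 active = EC50 below 50 µM in the dose-response confirmation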;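 also: death triggered by thapsigargin at about 15 µM added after 2 h compound pretreatment; cell ATP read after overnight thapsigargin exposure of roughly 18 to 22 hours; normalized against plate controls of thapsigargin alone and 5% DMSO vehicle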
PhoP inhibition = PhoP-dependent GFP reporter repression – Salmonella Typhimurium, primary screen (AID 1863); S. Typhimurium PhoP-regulated promoter GFP reporter, 4 h; higher % means a stronger effect; inhibition, % at 50 µM; hits with a dose series show IC50 in µM; hit rate 0.16% among 300,000;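 active = inhibition over 29.93%, a cutoff 3 SD above the screen mean, later confirmed by dose response; inconclusive = inhibition over 29.93% but no dose response follow-up; inactive = inhibition at most 29.93% or unconfirmed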;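 also: 0% = low Mg2+ inducing control and 100% = high Mg2+ repressing control; strong numbers were not always called active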
human PMI inhibition = MPI enzyme activity inhibition – biochemical, fluorescence intensity, coupled assay, primary screen (AID 1209). purified PMI enzyme, coupled fluorescence intensity; higher % means a stronger effect. one-dose inhibition, % at 20 µM; IC50 in µM for titrated hits. hit rate 0.42% among 190,000;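 also: plate controls were DMSO vehicle for no effect and wells lacking substrate for full effect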
TNAP activators = human TNAP enzyme activators, primary screen, biochemical, luminescent, no phosphate acceptor, uHTS (AID 1001); activation fold at 20 µM, or EC50 in µM where a hit was titrated; hit rate 0.03% among 200,000; purified TNAP, luminescent activation assay, no phosphate acceptor; higher activation fold means a stronger effect; in the data active = activation fold from about 3, or a potency from the dose series; inactive = the rest, 99 in 100 with activation fold below about 1.6; also: many of its hits are not listed in these tables
SV40 large T antigen = TAg ATPase/helicase activity blockers – biochemical (AID 1903); SV40 large T antigen ATPase/helicase inhibition assay; higher % means a stronger effect; inhibition, % at 20 µM; hits with a dose series show IC50 in µM; hit rate 0.39% among 310,000; in the data active = a potency from the dose series; inconclusive = inhibition mostly from about 32% at the one dose, without a potency; inactive = the rest, 99 in 100 with inhibition below about 32%; also: strong numbers were not always called active
Ins promoter up cell count = recorded beside Ins promoter up, whose call it bears; cell count; measured here: cytotoxicity, nuclei count;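 total cells summed across four imaged fields per well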
Starred values were filed as active, the others as inactive; ? = inconclusive; · = no result given; & = joins results of further samples. Rule as the data show it, unless noted: active = inhibition above about 50%; inactive = the rest.

SMILES | Ins promoter up | Ins promoter up cell count | West Nile antiviral | PMI inhibition | RSV antiviral HEp-2 | CSM14.1 death rescue | PhoP inhibition | human PMI inhibition | TNAP activators | SV40 large T antigen
Cc1cc(C)nc(NNC2=CC(=[N+]3CCCCC3)CC(C)(C)C2)n1 | -0.82 | 1163 | -0.4% | 4% | 0.3% | -1.3% | 2% | -2% | 1.1 | 4%
CCC(C)(C)n1nnnc1C(c1cccs1)N1CCCCC1 (stereo not given) | -0.45 | 1529 | 0.8% | 13% | 0.5% | -0.5% | -6% | 16% | 1 | 11%
N/C(=N\N=C\c1cccs1)SC1CC(=O)N(c2ccc(Br)cc2)C1=O (stereo not given) | -0.44 | 1253 | 0.4% | -1% | 12% | -1.0% | 0% | 1% | 1.1 | 2%
COc1cccc(C2(O)CCN(C(=O)C3CC3)CC2)c1 | -0.35 | 1205 | 0.0% | -2% | 0.9% | 0.0% | 2% | -8% | 1 | 7%
CCOC(=O)C(CCCCOc1cccc(CC)c1)C(=O)OCC | -0.34 | 1363 | -0.3% | 8% | 1.5% | 1.5% | 1% | 3% | 1 | 8%
O=C(C1CCC(CNc2c(N3CCCCC3)c(=O)c2=O)CC1)N1CCN(C2CCCCC2)CC1 (stereo not given) | 0.04 | 1437 | 0.3% | · | -0.1% | · | -2% | · | · | 8%
CC(C)c1ccccc1NC(=O)C1CC(=O)N(C2CCCC2)C1 (stereo not given) | · | · | 0.1% | · | 1.9% | · | -1% | · | · | 5%
C=CCn1c(CCCNC(=O)c2ccccc2OC)nc2ccccc21 | -0.23 | 1206 | -1.4% | -1% | 0.8% | 1.4% | -2% | -2% | 1.1 | 8%
CCN(CC)C(=O)COC(=O)C1=NN(c2cc(C)ccc2C)C(=O)CC1 | · | · | -0.2% | · | 0.7% | · | -1% | · | · | 5%
Nc1c(C(=O)Nc2ccccc2)nnn1-c1ccc2c(c1)OCCO2 | · | · | -0.6% | · | ? | · | 9% | · | · | 0%
Nc1ncnc2nc(SCCOc3ccc(Cl)cc3)[nH]c12 | ? | · | -0.5% | -5% | 2.1% | -1.7% | 1% | -7% | 1 | 2%
O=C(N/N=C/c1cccc2cccnc12)c1ccccc1O | 0.94 | 1072 | -0.5% | · | 4.3% | · | ? | · | · | 8%
Cc1cccc(C)c1N=Cc1c(O)n(-c2nccs2)c(=O)c2ccccc12 | -0.44 | 1489 | -0.3% | 2% | 42% | 14% | 5% | 11% | 1 | 8%
CCOc1ccc(/C=N/NC(=O)c2csc(C)c2C)c(OCC)c1 | 0.89 | 1249 | -1.1% | 16% | 2.3% | 0.3% | 5% | 5% | 1.1 | 21%
CC(=O)N1CCN(c2ccc(NC(=O)c3cccc(C)c3)cc2)CC1 | · | · | 0.3% | · | 1.4% | · | 0% | · | · | 0%
CCOC(=O)CSC1=C(C#N)C(c2ccccc2C)C2=C(CCCC2=O)N1 (stereo not given) | -0.56 | 781 | -0.2% | -62% | 3.9% | 0.1% | -4% | -30% | 1.1 | 7%
CC(C)Sc1nnc([C@@H]2CCCN2C(=O)OC(C)(C)C)o1 | 0.2 | 1350 | -0.1% | 1% | 1.5% | 1.7% | 4% | 6% | 1.1 | 16%
Cc1ccc(C)c(S(=O)(=O)N2CCCOC2CNC(=O)C(=O)NCc2cccs2)c1 (stereo not given) | · | · | -0.8% | · | 1.5% | · | -4% | · | · | 19%
CC(C)Cc1nc2sc3c(c2c(=O)n1N)CC(C(C)C)OC3 (stereo not given) | 0.21 | 1096 | -0.3% | · | 2.3% | · | -6% | · | · | 10%
Cc1nn2c3ccccc3n(Cc3ccccc3)c2nc1=O | 0.03 | 1287 | -0.7% | -7% | 1.1% | 3.3% | -1% | -4% | 1 | 3%
N#Cc1c(N2CCCC2)ccc(Br)c1Cl | -0.7 | 1472 | -0.9% | · | 4.2% | · | -5% | · | · | -7%
COc1ccc(/C=C2/S/C(=N/S(=O)(=O)Cc3ccccc3)NC2=O)cc1OC | 0 | 1086 | 0.1% | · | 0.9% | · | -8% | · | · | 17%
CNC(=O)c1ccc(=O)n(Cc2cccc(C(F)(F)F)c2)c1 | -0.64 | 1253 | 0.0% | -10% | -0.9% | -0.8% | -7% | -3% | 1.2 | 2%
O=C(CN(Cc1ccc(Cl)c(Cl)c1)S(=O)(=O)c1ccccc1)N/N=C\c1ccc2c(c1)OCO2 | -0.56 | 910 | -0.4% | 10% | 8.6% | -1.5% | 8% | 14% | 1.1 | -6%
Cc1c(C)c2cc(Cl)c(O)c(CN3CCCCC3)c2oc1=O | 0.11 | 733 | -0.2% | -18% | 1.1% | -1.0% | -3% | -16% | 1.1 | 13%
Oc1[nH]c2ccccc2c1N=NC(=S)NCC1CCCO1 (stereo not given) | -1 | 1336 | 0.2% | 5% | 9.8% | 3.3% | 1% | 12% | 1.1 | 25%
CCc1nnc(NC(=O)Cc2c[nH]c3ccccc23)s1 | -0.15 | 1263 | -0.8% | 16% | 2.5% | -0.7% | 4% | -16% | 1.1 | -1%
Cc1ccc(S(=O)(=O)NCC(=O)N(CC(=O)NC(C)(C)C)Cc2ccc3c(c2)OCO3)cc1 | · | · | -0.7% | · | 2.1% | · | -10% | · | · | 12%
CC(=O)N(c1ccc(Cl)cc1)c1nc(C)cc(C)c1C#N | 0.05 | 1535 | -0.3% | 2% | -0.2% | -0.5% | 6% | 0% | 1.1 | 20%
Cc1nc2ncnn2c(C)c1CCC(=O)O | -0.2 | 1295 | -0.1% | 0% | 1.3% | -1.7% | -1% | 2% | 1.1 | 10%

Grouped by structure: the compounds so far containing a tert-butyl group (two)
SMILES | Ins promoter up | Ins promoter up cell count | West Nile antiviral | PMI inhibition | RSV antiviral HEp-2 | CSM14.1 death rescue | PhoP inhibition | human PMI inhibition | TNAP activators | SV40 large T antigen
CC(C)Sc1nnc([C@@H]2CCCN2C(=O)OC(C)(C)C)o1 | 0.2 | 1350 | -0.1% | 1% | 1.5% | 1.7% | 4% | 6% | 1.1 | 16%
Cc1ccc(S(=O)(=O)NCC(=O)N(CC(=O)NC(C)(C)C)Cc2ccc3c(c2)OCO3)cc1 | · | · | -0.7% | · | 2.1% | · | -10% | · | · | 12%

(further entries)
SMILES | Ins promoter up | Ins promoter up cell count | West Nile antiviral | PMI inhibition | RSV antiviral HEp-2 | CSM14.1 death rescue | PhoP inhibition | human PMI inhibition | TNAP activators | SV40 large T antigen
CCOc1ccccc1NC(=O)CN1CCC(NC(=O)c2ccccc2C)CC1 | -0.42 | 1147 | -0.4% | · | 1.6% | · | -4% | · | · | 28%
Cc1cc(NS(=O)(=O)c2ccc(NC(=O)COc3c(C)cc(Br)cc3C)cc2)no1 | · | · | 0.6% | · | 1.4% | · | 4% | · | · | -12%
Cc1ccc(C(C[N+](=O)[O-])c2c(C)[nH]n(-c3ccccc3)c2=O)cc1 (stereo not given) | 0.5 | 1244 | -0.7% | 32% | 1.0% | -2.6% | 10% | 8% | 1.1 | 14%
CC(C)(C)c1cc(NC(=O)c2cccc(S(=O)(=O)N3CCOCC3)c2)no1 | -0.21 | 1194 | -0.9% | -6% | 3.9% | -0.2% | -2% | -4% | 1.1 | -2%
COc1cccc(N(CC(=O)NCc2ccco2)C(=O)CCC(=O)Nc2nccs2)c1 | -0.12 | 1011 | 0.0% | · | 1.4% | · | -1% | · | · | 16%
Nc1ccc(S(=O)(=O)c2ccc(N)cc2)cc1 | · | · | 0.2% | -1% | -0.1% | -0.9% | 0%&6% | -2% | 1.1 | 1%&5%
O=C(N/N=C/c1cn(CC(=O)N2CCOCC2)c2ccccc12)c1cccnc1 | -0.21 | 1023 | 0.4% | · | 3.2% | · | 3% | · | · | 10%
CC(/C=N/NC(=O)NC1CCCCC1)=C\c1ccccc1 | -0.19 | 1203 | -1.6% | 18% | 8.6% | -0.5% | 1% | 20% | 1 | 1%
CCC(=O)N1CCc2cc(Br)cc(S(=O)(=O)N3CCCCC3CC)c21 (stereo not given) | · | · | -0.5% | · | 3.8% | · | -9% | · | · | 11%
CS(=O)(=O)N1CCc2cc(C(=O)N3CCCCC3)ccc21 | · | · | 0.2% | -11% | 2.7% | -0.3% | -8% | -14% | 1 | 10%
CC(=O)Nc1ccc(S(=O)(=O)NC2Cc3ccccc3C2)cc1 | · | · | -0.8% | · | 1.4% | · | 3% | · | · | 4%
COc1ccc(OC)c(Cc2nnc(CCC(=O)N3CCCCC3c3nccs3)o2)c1 (stereo not given) | 0.31 | 1465 | -1.0% | 1% | 0.6% | 1.3% | · | 6% | 1 | 13%
COc1cc(/C=C(\C#N)C(=O)NCC2CCCO2)cc(OC)c1OC (stereo not given) | 0.21 | 1432 | 0.6% | 18% | 0.9% | -1.1% | -1% | 12% | 1 | 18%
COc1ccc(C2=NOC(c3nnc(-c4ccccc4)o3)C2)cc1 (stereo not given) | · | · | -0.2% | · | 1.1% | · | -7% | · | · | 22%
COC(=O)CNC(=O)C1CCN(S(=O)(=O)c2cnc[nH]2)CC1 | · | · | 0.0% | · | 0.9% | · | -1% | · | · | 8%
CCN1CCN(c2cc(C)c3cc(NC(=S)N(C)Cc4ccccc4)ccc3n2)CC1 | · | · | ? | · | -1.1% | · | -1% | · | · | 10%
COc1cc(/C=N/NC(=O)C(Cc2c[nH]c3ccccc23)NC(=O)OCC(C)C)cc([N+](=O)[O-])c1OCc1ccccc1 (stereo not given) | -2.2 | 1138 | -0.8% | 54%* | 12% | -2.6% | -10% | 14% | 1 | 22%
CCN(CC)CCNC(=O)Cn1c(C)cc2ccccc2c1=O | · | · | 0.2% | -4% | 0.9% | 0.7% | 7% | -2% | 1.1 | -1%
O=C(O)c1cccc(Nc2ncnc3c2cnn3-c2ccccc2)c1 | -0.83 | 912 | 0.1% | -12% | 5.0% | 2.0% | -4% | -4% | 1.1 | 9%
NS(=O)(=O)c1ccc(-c2ccc(/C=N/NC(=O)c3ccccc3O)o2)cc1 | · | · | 0.5% | · | 1.7% | · | -3% | · | · | 2%
CC(=O)Nc1ccccc1OCC(=O)N(Cc1ccccc1)C(C)C | 0.1 | 1207 | -1.4% | -1% | 3.8% | 0.6% | -4% | 15% | 1.2 | 12%
Cc1ccc(C2(C)NC(=O)N(CC(=O)NCc3cccc(Cl)c3)C2=O)cc1 (stereo not given) | · | · | 0.1% | · | -0.3% | · | -3% | · | · | 8%
C/C(=N/NC(=O)CN1CCN(Cc2ccccc2Cl)CC1)c1cccs1 | 0.11 | 1076 | -0.1% | · | · | · | 3% | · | · | 3%
COc1ccc(NC(=O)Nc2nnc(CC(=O)NCc3ccccc3)s2)cc1 | -0.28 | 1481 | 0.0% | -3% | 0.6% | -0.2% | 9% | 2% | 1.1 | 3%
COc1ccc(-c2nc(-c3ccccc3)c(-c3cccs3)[nH]2)cc1OC | 0.3 | 824 | 1.9% | 4% | ? | -1.6% | -11% | 6% | 1 | 5%
CCCCCCCc1nn2c(=O)cc(O)nc2s1 | 0.12 | 1237 | -0.1% | -6% | -0.1% | -0.9% | -19% | 0% | 1.1 | -1%
